b-catenin transl: alters nuclear translocation of beta-catenin in HeLa cells; immunofluorescence imaging; nuclear translocation activity, % at 5 µM; actives 0.3% (n = 190,000); AID 1665;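 active = nuclear translocation activity above 50% at 5 µM, with a well cell count of 50 or more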;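 note: per-cell ratio of nuclear to cytoplasmic median beta-catenin stain intensity; plate controls were DMSO negative control for no effect and GSK-3 inhibitor IX positive control for full effect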
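Test system: human HeLa cells, native beta-catenin. Compound dosing: 5 µM primary single dose, 0.1% DMSO, 0.02–20 µM confirmation series. Incubation: compound exposure 24 h at 37°C. Detection: beta-catenin immunostaining with DAPI counterstain, 20x imaging, 6 fields/well. Read-out basis: Nuclear/cytoplasmic beta-catenin signal ratio, % activation.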
M17LAP inhibition: P. falciparum M17LAP inhibitors, primary screen, biochemical, fluorogenic H-Leu-NHMec substrate, 1536-well (AID 1619). recombinant M17LAP, H-Leu-NHMec fluorogenic kinetic assay; higher % means a stronger effect. inhibition, % at 30 µM, or IC50 in µM where a hit was titrated. actives 0.38% (n = 220,000);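 active = compound inhibiting the enzyme by more than half at any dose during confirmatory dose-response retesting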;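 note: plate controls were full reaction with DMSO carrier for no effect and no enzyme background for full effect; strong numbers were not always called active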
Dynein cargo inh: blocks dynein driven cargo transport along microtubules | 3617.4 mouse cells, GR-EGFP nuclear translocation imaging; test concentration mostly 20 µM; stimulated with dexamethasone, 1 µM; hits give low values | z-score, hits read low | actives 0.47% (n = 220,000);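 active = plate z-score of nuclear minus cytoplasmic receptor signal below a set negative limit, without overly bright fluorescence or cell loss, cut at about -3.5 in these data, passing the limit was not always enough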;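 note: z-score of nuclear minus cytoplasmic ring GR-EGFP intensity difference per well; some compounds called inactive have numbers as strong as hits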
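medium = tetracycline-free induction medium containing charcoal-stripped FBS | also added = 1.0 µM final dexamethasone stimulus | schedule = 48 h induction, 1 h compound, 30 min dex at 37 °C | technique = fixed, Hoechst-stained cells imaged at 10x for EGFP | measure = GR-EGFP nuclear translocation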
Yfh1-depleted yeast: mitochondrial function rescue without frataxin homolog – Friedreich's ataxia, plus single-dose screen, dose response (AID 1465); fold induction at 50 µM, or EC50 in µM where a hit was titrated; S. cerevisiae Yfh1-off respiration, WST-1 reduction, 72 h; higher fold induction means a stronger effect; actives 0.074% (n = 220,000);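 active = fold induction of absorbance versus untreated yeast above a set limit, then at least 30% activation at any dose in follow-up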;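 note: activators that raise dye reduction in frataxin-depleted yeast; strong numbers were not always called active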
Autophagy HCS: alters autophagy in cells; calls only at 10 µM (by protocol); MEF GFP-LC3 puncta imaging; test concentration mostly 10 µM; AID 463193; actives 0.98% (n = 190,000);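 active = percentage of spot-positive cells more than 3 SD above its plate mean, without a fluorescence outlier flag or 80% toxicity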;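 note: spot-positive cell cutoff set from DMSO-treated cells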
MT stabilize HCS: microtubule stabilizers in HeLa cells; % tubulin-high responders, % at 10 µM; actives 0.83% (n = 200,000); HeLa tubulin immunostaining HCS, 24 h; share of cells brighter than vehicle mean+2SD;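 active = plate Z-score above 3 for both tubulin-high and condensed-nucleus cell shares, with cell loss under 80%, at 10 µM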;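 note: anti alpha tubulin signal scored within the nucleus-defined area of each cell; some results filed as inactive read as strong as hits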
T cell modulator: T cell immune modulators affecting CD8 T cell-vesicle binding; actives 0.068% (n = 330,000); AID 2052; calls only at 7 µM; 2C CD8+ T cell-vesicle binding, flow cytometry; hits give low values;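 active = response, share of CD8 T cells binding vesicles, and their 90th percentile fluorescence all below set limits, cut at about 80% in these data, passing the limit was not always enough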
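Assay system: 2C TCR transgenic mouse naive CD8+ T cells, MACS-purified | Read-out: CD8+ gate FL2 mean fluorescence as % of same-row positive control | Signal: High-throughput flow cytometry with anti-B7-1 and anti-CD8 staining | Timing: Binding step 1.5 h, 37 °C, antibody labelling 20 min, ice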
M1AAP inhibition: P. falciparum M1AAP inhibitors, biochemical, fluorogenic H-Leu-NHMec substrate, 1536-well (AID 1445); recombinant M1AAP, H-Leu-NHMec fluorogenic kinetic assay; higher % means a stronger effect; one-dose inhibition, % at 30 µM; IC50 in µM for titrated hits; actives 0.42% (n = 220,000);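 active = primary inhibition above the hit cutoff, then over 50% inhibition at one or more dose response concentrations, cut at about 23% in these data, passing the limit was not always enough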;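 note: plate controls were DMSO full reaction for no effect and no enzyme background for full effect; strong numbers were not always called active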
WT yeast gro inh: growth inhibition of WT yeast, mitochondrial fusion screen | actives 2.1% (n = 190,000) | inhibition, % at 10 µM | mitochondrial fusion phenotypic screen, WT strain; in the data active = inhibition above about 58%; tested in S. cerevisiae
WT yeast gro inh mutant strain: recorded beside WT yeast gro inh, whose call it bears; inhibition, %; mitochondrial fusion phenotypic screen, mutant strain inhibition
Dynein cargo inh cytoplasmic EGFP: recorded beside Dynein cargo inh, whose call it bears; z-score; measured here: cytoplasmic GR-EGFP intensity; hits give high values
Dynein cargo inh nuclear GR-EGFP: further read-out of Dynein cargo inh, marked with its call; z-score; measured here: nuclear GR-EGFP intensity;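 lower value marks the stronger effect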
Dynein cargo inh cell count: further read-out of Dynein cargo inh, marked with its call; z-score; measured here: cell count per field
b-catenin transl cell count 5 µM: further read-out of b-catenin transl, marked with its call; cell count; measured here: cell count, cytotoxicity flag
T cell modulator vesicle-bound %: second read-out of T cell modulator, no call of its own (marks repeat the call); double positive events, %; measured here: CD8+ vesicle-bound cell fraction;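 binding gate set so that unloaded-vesicle control wells show 10% double positive cells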
MT stabilize HCS Hoechst-high %: further read-out of MT stabilize HCS, marked with its call; % Hoechst-high responders; measured here: nuclear condensation Hoechst responders;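 share of cells brighter than vehicle mean plus two SD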
MT stabilize HCS cytotoxicity %: second read-out of MT stabilize HCS, no call of its own (marks repeat the call); toxicity, %; measured here: cytotoxicity by cell density;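 0% = mean cell density of plate MIN control wells and 100% = no cells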
Autophagy HCS cell loss 18 h: further read-out of Autophagy HCS, marked with its call; toxicity, %; measured here: cell loss, nuclei count;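 cell loss after 18 h compound exposure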
* = called active by the depositor; i = inactive; · = not tested or not shown; + = active, no number.

| SMILES | b-catenin transl | b-catenin transl cell count 5 µM | M17LAP inhibition | Dynein cargo inh | Dynein cargo inh cytoplasmic EGFP | Dynein cargo inh nuclear GR-EGFP | Dynein cargo inh cell count | Yfh1-depleted yeast | Autophagy HCS | Autophagy HCS cell loss 18 h | MT stabilize HCS | MT stabilize HCS Hoechst-high % | MT stabilize HCS cytotoxicity % | T cell modulator | T cell modulator vesicle-bound % | M1AAP inhibition | WT yeast gro inh | WT yeast gro inh mutant strain |
| --- | --- | --- | --- | --- | --- | --- | --- | --- | --- | --- | --- | --- | --- | --- | --- | --- | --- | --- |
| Cc1ccc(S(=O)(=O)N(C)C)cc1NC(=O)COC(=O)c1ccc2c(c1)OCCO2 | -1.2 | 1159 | 1% | -0.27 | -0.3 | -0.013 | 0.085 | i | i | 1 | 1.2 | 1.4 | 9.3 | i | 26 | 3% | -8 | -6 |
| COc1ccc(-c2csc3[nH]c(=S)n(-c4ccccc4)c(=O)c23)cc1OC | · | · | 14% | 1.1 | -0.27 | 0.54 | -0.8 | i | i | 4 | 5.9 | 2.1 | 5.8 | i | 57 | 6% | -3 | -21 |
| CC(C)c1ccc(CC(NC(=O)c2ccccc2)C(=O)NCC(=O)O)cc1 (stereo unspecified) | -4.9 | 1080 | 6% | -0.38 | 0.37 | 0.35 | 0.5 | i | i | -4 | 6.2 | 18 | 12 | i | 33 | 5% | -7 | 3 |
| Cc1ccccc1NCC(=O)c1ccc(Br)cc1 | -2.2 | 1158 | 21% | 0.11 | -0.1 | 0.068 | -0.49 | i | i | 3 | 2.5 | 2.1 | 3.1 | i | 48 | 5% | 4 | -4 |
| C#CCOCCOCCOCCNc1nc(N2CCN(C(=O)C(Cc3ccc(O)cc3)n3cc(C(N)CC(C)C)nn3)CC2)nc(N2CCN(C(=O)C(Cc3cc4ccccc4[nH]3)n3cc(C(N)C(C)CC)nn3)CC2)n1 (stereo unspecified) | -0.8 | 1134 | 1% | -0.65 | -0.15 | -0.047 | 0.63 | · | i | -15 | 3.3 | 1.1 | 3.3 | i | 29 | 17% | -22 | -17 |
| COc1cc2c(cc1OC)CN(C(=O)c1ccc([N+](=O)[O-])o1)CC2 | 1.8 | 1324 | 3% | -1.6 | -0.21 | -0.71 | 0.38 | i | · | · | · | · | · | i | 16 | 2% | · | · |
| CC1(C)OC(C(N)=O)C(C(N)=O)O1 (stereo unspecified) | -1.7 | 1498 | -15% | -0.096 | -0.16 | -0.058 | 0.22 | i | i | -2 | 1.6 | 2.9 | 11 | i | 15 | 1% | -3 | 8 |
| O=C(N/N=C/c1cc([N+](=O)[O-])ccc1N1CCNCC1)c1ccc([N+](=O)[O-])cc1 | · | · | 1% | 0.49 | -0.11 | 0.87 | 0.19 | i | i | -31 | 1.8 | 1.7 | 7.4 | i | 15 | 13% | 15 | 20 |
| Cc1ccc(S(=O)(=O)N(C)CC(=O)Nc2cccc3c2CCCC3)cc1 | -1.2 | 1391 | 5% | -0.4 | 0.067 | -0.38 | 0.5 | i | i | 5 | 2.0 | 1.5 | 6.6 | i | 60 | 6% | 13 | 1 |
| CCOc1ccc(-c2nnc(-c3ccccc3)o2)cc1 | -1.4 | 1166 | -7% | -0.38 | -0.13 | -0.6 | -0.14 | i | i | -9 | 3.0 | 1.5 | 6.4 | i | 44 | -5% | 8 | 1 |
| Cc1ccc(CNC(=O)CSCC(=O)O)cc1 | -17 | 1217 | 7% | -0.25 | -0.25 | -0.22 | 0.37 | i | i | 1 | 3.5 | 2.0 | 0.8 | i | 39 | 1% | -7 | -43 |
| CCOC(=O)c1cc2sccc2n1CC(=O)c1ccc2c(c1)OCCO2 | -0.6 | 959 | -9% | -0.31 | -0.22 | 0.2 | -0.16 | i | i | 18 | 2.6 | 1.6 | 5.7 | i | 6 | 4% | 10 | -10 |
| O=C(CN(Cc1ccc(Cl)c(Cl)c1)S(=O)(=O)c1ccccc1)N/N=C\c1ccc2c(c1)OCO2 | -2.4 | 1259 | -4% | -0.64 | 0.047 | -0.014 | 0.47 | i | i | 3 | 2.5 | 1.4 | 7.5 | i | 36 | -3% | 53 | 3 |
| CCC(C)Nc1c([N+](=O)[O-])cc(C)cc1[N+](=O)[O-] (stereo unspecified) | · | · | -12% | -0.25 | -0.22 | -0.41 | 0.42 | · | i | 0 | 1.4 | 1.8 | 8.9 | i | 58 | 2% | 67* | 7.4* |
| Cc1ccccc1-c1cc2nc(-c3ccc([N+](=O)[O-])cc3)cc(=O)n2[nH]1 | -1.1 | 1016 | 6% | -0.13 | -0.34 | 0.37 | 0.14 | i | i | -17 | 3.7 | 1.8 | 7.6 | i | 20 | -3% | -10 | -13 |
| CCOc1ccccc1NC(=O)Nc1c(C)n(-c2ccccc2)c(=O)n1C | · | · | -5% | 0.96 | -0.072 | -0.56 | -0.25 | i | i | 0 | 2.6 | 2.5 | 2.9 | i | 23 | 7% | 3 | 15 |
| c1ccc(-c2ccc(C3=Nn4c(nnc4-c4cccs4)SC3)cc2)cc1 | 1.3 | 1290 | -3% | -0.61 | -0.29 | -0.38 | 1.1 | i | · | · | · | · | · | i | 13 | 5% | · | · |
| CCc1nc(NCc2ccccc2)c(C#N)c2c1CCCC2 | 2.0 | 1130 | 6% | 0.28 | -0.25 | 0.29 | -0.26 | i | i | 12 | 3.8 | 2.7 | 11 | i | 53 | 7% | -2 | 22 |
| Cc1ccc(C(=O)NNc2cc(N3CCCC3)nc(N3CCCC3)n2)cc1 | · | · | 6% | -0.65 | -0.22 | -0.46 | 0.91 | i | i | 11 | 3.2 | 1.7 | 11 | i | 27 | 1% | 21 | 15 |
| CCC(=O)Nc1nnc(SCc2cccc(F)c2)s1 | 0.2 | 1488 | 4% | -1.2 | -0.25 | -1 | 1.7 | i | i | 10 | 3.1 | 2.1 | 10 | i | 31 | -2% | -11 | -17 |
| CCOc1ccccc1NC(=S)Nc1ccc2cn[nH]c2c1 | 1.5 | 1315 | 3% | 1.1 | -0.14 | 1.5 | -1.3 | i | · | · | · | · | · | i | 37 | 4% | · | · |
| CNC(=O)Nc1ccc(Cl)cc1 | -1.5 | 1139 | 8% | 1.3 | -0.11 | 1 | -0.78 | i | i | 2 | 2.8 | 2.5 | 7.1 | i | 16 | 1% | 0 | 19 |
| Cc1cc(C)c(C)c(N=Nc2nc3ccccc3n2C)c1C | 2.1 | 1025 | -9% | 2.8 | -0.15 | 1.2 | -1.8 | i | i | 9 | 1.8 | 2.9 | 11 | i | 47 | 5% | 84* | 78* |
| CC(C)N1CCc2c(sc(NC(=O)c3ccc(S(=O)(=O)N4CCc5ccccc54)cc3)c2C(N)=O)C1 | -2.7 | 1223 | 8% | -2.4 | 10 | 0.34 | 0.38 | i | + | -3.7* | 5.3 | 2.4 | 7.5 | i | 34 | 8% | -1 | 15 |
| Nc1ncnc2nc(SCCOc3ccc(Cl)cc3)[nH]c12 | · | · | -3% | -0.46 | -0.2 | -0.16 | 0.49 | i | i | 0 | 2.8 | 1.1 | 2.5 | i | 41 | 10% | 9 | 12 |
| C=CCn1c(SCC(=O)c2ccc(OC)cc2)nnc1C(C)NC(=O)c1cccs1 (stereo unspecified) | · | · | 15% | -0.28 | -0.25 | -0.12 | 0.65 | i | i | -7 | 3.2 | 1.4 | 9.3 | i | 22 | -3% | -6 | -10 |
| CCCCCCc1ccc(-c2ncc(N)cn2)cc1 | 4.5 | 836 | -16% | -0.33 | -0.21 | 0.5 | 0.023 | i | i | 8 | 2.4 | 2.0 | 12 | · | · | 6% | 7 | -4 |
| Cn1c(SCC(=O)N2CCCc3ccccc32)nc2cccnc21 | -2.1 | 1220 | 16% | -1.7 | -0.24 | -0.69 | 0.85 | i | i | 6 | 1.6 | 1.5 | 7.3 | i | 18 | 7% | 2 | -2 |
| O=[N+]([O-])c1cccnc1Oc1cccnc1 | -0.1 | 1339 | 3% | -0.92 | -0.23 | -0.84 | 0.88 | i | · | · | · | · | · | i | 24 | -2% | · | · |
| O=C(CCNC(=O)c1ccc(Cl)cc1)Nc1ccc(Cl)cc1F | -0.6 | 584 | 1% | 0.24 | -0.25 | 0.16 | -0.037 | i | i | -6 | 1.7 | 1.9 | 4.2 | i | 41 | 1% | -1 | 22 |

Molecules shown so far that contain fluorine:
| SMILES | b-catenin transl | b-catenin transl cell count 5 µM | M17LAP inhibition | Dynein cargo inh | Dynein cargo inh cytoplasmic EGFP | Dynein cargo inh nuclear GR-EGFP | Dynein cargo inh cell count | Yfh1-depleted yeast | Autophagy HCS | Autophagy HCS cell loss 18 h | MT stabilize HCS | MT stabilize HCS Hoechst-high % | MT stabilize HCS cytotoxicity % | T cell modulator | T cell modulator vesicle-bound % | M1AAP inhibition | WT yeast gro inh | WT yeast gro inh mutant strain |
| --- | --- | --- | --- | --- | --- | --- | --- | --- | --- | --- | --- | --- | --- | --- | --- | --- | --- | --- |
| CCC(=O)Nc1nnc(SCc2cccc(F)c2)s1 | 0.2 | 1488 | 4% | -1.2 | -0.25 | -1 | 1.7 | i | i | 10 | 3.1 | 2.1 | 10 | i | 31 | -2% | -11 | -17 |
| O=C(CCNC(=O)c1ccc(Cl)cc1)Nc1ccc(Cl)cc1F | -0.6 | 584 | 1% | 0.24 | -0.25 | 0.16 | -0.037 | i | i | -6 | 1.7 | 1.9 | 4.2 | i | 41 | 1% | -1 | 22 |

Assay outcomes (PubChem)
